Bioassay records as filed in PubChem BioAssay.
SUMO1 PPI mod: alters human SUMO1 binding to SIM partners | P63165 | SUMO1 binding to a labelled peptide, TR-FRET, 1 h | inhibition, % at 20 µM | actives 0.33% (n = 360,000) | AID 602429; in the data active = inhibition above about 37%
Target sequence (P63165 whole entry, looked up): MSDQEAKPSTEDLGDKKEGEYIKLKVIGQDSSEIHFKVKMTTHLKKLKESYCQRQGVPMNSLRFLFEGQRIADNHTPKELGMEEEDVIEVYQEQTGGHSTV
SKN-1 block: C. elegans SKN-1 inhibition | C. elegans VP596 Pgst-4::GFP/RFP ratio, acrylamide-induced, 24 h | inhibition, % at 21.8 µM | actives 0.49% (n = 360,000) | AID 624304;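 active = interference check ratio from 0.5 to 1.5 plus GFP to RFP signal ratio inhibition reaching or exceeding a fixed threshold, cut at about 30% in these data, passing the limit was not always enough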; note: some compounds called inactive have numbers as strong as hits
Scp1 inh: Scp-1 (human) phosphatase inhibition | Q9GZU7 | actives 0.88% (n = 340,000) | inhibition, % at 20 µM | Recombinant Scp1, phosphopeptide, malachite green phosphate absorbance;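 active = inhibition above about 50% at 20 µM, limit read from the data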;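 note: plate controls were DMSO wells with enzyme for no effect and wells lacking enzyme for full effect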
Target sequence (Q9GZU7 76-261 limits assumed): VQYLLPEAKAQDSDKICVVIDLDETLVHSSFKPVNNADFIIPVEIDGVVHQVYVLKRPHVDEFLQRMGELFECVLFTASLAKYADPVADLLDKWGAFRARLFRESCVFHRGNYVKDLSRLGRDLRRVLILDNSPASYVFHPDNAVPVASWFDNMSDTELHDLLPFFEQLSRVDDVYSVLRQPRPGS
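assay system = SCP-1 phosphatase catalytic domain, residues 76-261 | buffer or medium = 50 mM Tris acetate pH 5.5, 0.005% Tween-20, 10 mM MgCl2 | incubation = enzyme reaction 45 min at room temperature, colour 5 min, stabilisation 30 min | signal = Phosphate-binding colour reagent, absorbance read at 630 nm | measure = % inhibition at 20 µM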
STEP inh: inhibitors of human striatal-enriched phosphatase STEP. actives 0.25% (n = 360,000). P54829. recombinant STEP, OMFP fluorogenic substrate, fluorescence. inhibition, % at 20 µM. AID 588621;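 active = inhibition at 20 µM, scaled per plate between control wells, above about 37%, limit read from the data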;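 note: 0% = DMSO with enzyme and substrate and 100% = substrate only without enzyme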
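Material: STEP (striatal-enriched tyrosine phosphatase) enzyme, cell-free | Medium: 50 mM Bis-Tris pH 6.0 with 2.5 mM DTT and 0.005% Tween 20 | Read-out: Percent inhibition scaled to no-enzyme and uninhibited-enzyme controls, plate-pattern corrected | Signal: Fluorescence read at 480 nm ex / 540 nm em | Times: 20 min reaction, room temperature, in the dark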
CendR NRP1 mod: NRP-1/CendR interaction modulation | O14786 | FAM-RPARPAR peptide binding to NRP-1, fluorescence polarization | inhibition, % at 25 µM | actives 0.85% (n = 360,000) | AID 602438;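 active = inhibition or corrected inhibition above about 18%, plus a signal ratio from 0.5 to 1.5, limit read from the data, passing the limit was not always enough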; note: strong numbers were not always called active
Rpn11 inh: inhibitors of human proteasome Rpn11; O00487; human 26S proteasome, Ub4-pepOG fluorescence polarization; 20S core pre-blocked with epoxomicin; calls only at 20 µM; actives 0.59% (n = 360,000);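 active = inhibition at 20 µM, scaled to each plate's controls, above about 33%, limit read from the data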
Target sequence (O00487 whole entry, looked up): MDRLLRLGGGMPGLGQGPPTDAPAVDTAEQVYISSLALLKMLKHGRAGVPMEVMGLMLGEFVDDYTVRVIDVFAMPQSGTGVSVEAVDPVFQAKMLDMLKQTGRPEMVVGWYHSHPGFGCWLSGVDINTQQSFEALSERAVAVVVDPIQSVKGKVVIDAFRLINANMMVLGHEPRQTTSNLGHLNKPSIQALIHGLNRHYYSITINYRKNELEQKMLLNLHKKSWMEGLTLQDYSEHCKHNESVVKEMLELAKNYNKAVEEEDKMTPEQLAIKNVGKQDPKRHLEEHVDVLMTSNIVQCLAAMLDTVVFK
MT1-MMP act inh: MT1-MMP (human) activation inhibition. P50281. HT1080 RFP-PRO-GFP cells, GFP/RFP ratio fluorescence, overnight; percent of plate control window, DMSO zero. GFP/RFP ratio change, % at 20 µM. actives 0.061% (n = 360,000). AID 651647;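 active = GFP/RFP ratio change of at least 30% with cell ATP level not reduced by more than half and red fluorescence within 50% of control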; note: strong numbers were not always called active
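Compound: 20 µM single dose, 1% DMSO / System: HT1080 RFP-PRO-GFP cells / Controls: DMSO and RFP-L50D-GFP cell wells / Read-out basis: GFP/RFP fluorescence ratio / Schedule: overnight compound exposure at 37 °C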
NadD inh: NadD (S. aureus) enzyme inhibition; purified NadD enzyme, colorimetric absorbance read-out; inhibition, % at 20 µM; actives 0.78% (n = 360,000); in the data active = inhibition above about 26%; note: some compounds past the cut are filed as inactive
LMPTP inh: blocks human LMPTP phosphatase; P24666; AID 651560; actives 0.22% (n = 360,000); inhibition, % at 20 µM; recombinant LMPTP-A, OMFP fluorogenic substrate, fluorescence intensity;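 active = compounds that cut the enzyme signal by at least half of the control window in the single-dose screen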;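 note: plate controls were DMSO wells with enzyme plus substrate for no effect and substrate without enzyme for full effect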
Target sequence (P24666 whole entry, looked up): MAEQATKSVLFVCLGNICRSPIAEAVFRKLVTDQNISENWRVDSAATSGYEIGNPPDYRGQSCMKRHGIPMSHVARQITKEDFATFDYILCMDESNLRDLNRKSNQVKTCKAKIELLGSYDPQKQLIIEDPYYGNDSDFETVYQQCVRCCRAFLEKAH
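Test system – LMPTP-A enzyme · Amount – LMPTP-A at 0.625 nM final in the reaction · Buffer or medium – Bis-Tris pH 6.0, DTT, detergent · Reagent – OMFP 400 µM · Doses – single 20 µM dose · Schedule – reaction 50 min, room temperature, dark · Detection – fluorescence intensity of OMFP turnover product · Evaluation – percent inhibition versus substrate-only and uninhibited controls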
DNMT1 inh: blocks human DNA methyltransferase DNMT1; DNMT1 molecular beacon, Hinp1I cleavage, fluorescence; inhibition (reported as % activation of signal), % at 10 µM; actives 0.83% (n = 360,000); AID 588458; in the data active = inhibition above about 50%
Active calls of the source: *; i = inactive. The order is random; 3.9% or so of the library scored in one or more.

Under each structure: SUMO1 PPI mod, SKN-1 block, Scp1 inh, STEP inh, CendR NRP1 mod, Rpn11 inh, MT1-MMP act inh, NadD inh, LMPTP inh, DNMT1 inh
> CN([C@@H](Cc1ccc(OS(=O)(=O)c2cccc3cnccc23)cc1)C(=O)N1CCN(c2ccccc2)CC1)S(=O)(=O)c1cccc2cnccc12
  1, 0, -1, 2, -11, i, -3, 32*, 5.2, -9
> COc1ccc(NC(=O)CSc2ncccc2C(=O)OC(C)C)cc1OC
  -3, -13, 2, 0, -12, i, 14, 0, 0.2, -1
> O=C(Cc1cccs1)N/N=C/C(Br)=C/c1ccccc1
  2, 5, -4, -3, 0, i, 9, -2, -2.1, 10
> O=C(CSc1ncnc2sccc12)N1CCCCC1
  5, -5, -3, -3, -7, i, 2, 0, -0.1, -1
> COc1ccc(-n2nnnc2CNC(=O)C2CC(=O)N(c3ccc(Cl)cc3)C2)cc1 (stereo not given)
  -2, -16, -6, -2, 0, i, 3, -4, -0.4, 0
> CN(C)CCNC(=O)c1ccc(Sc2ccc(Br)cc2)c([N+](=O)[O-])c1
  -58, 3, -7, 5, -3, i, 4, -11, -4.8, -1
> CCn1c(=O)c(NC(=O)c2ccccc2)c2n(c1=S)CCCCC2
  2, 11, 61*, -5, -5, i, 0, -2, -2.3, 1
> CCCCCCCCNC(CO)(CO)CO
  1, 1, -17, 0, 7, i, -1, -1, -2.2, 0
> Cn1c(SCC(=O)Nc2ccc(Cl)cn2)nnc1C1CC1
  3, -5, -10, 2, 6, i, 1, 0, -0.5, 1
> Cc1csc(NC(=O)CSc2nc(=O)[nH]c3c2CCCC3)n1
  2, 2, -3, 4, 10, i, -1, -6, 0.5, -1

The listing continues:
Under each structure: SUMO1 PPI mod, SKN-1 block, Scp1 inh, STEP inh, CendR NRP1 mod, Rpn11 inh, MT1-MMP act inh, NadD inh, LMPTP inh, DNMT1 inh
> CC1SCC(NC(=O)c2cccc(Cl)c2)CS1 (stereo not given)
  3, -2, -4, 1, 4, i, -1, -7, 0.2, -1
> Cc1ccccc1NC(=O)C1CC(Cl)=CCC1C(=O)O (stereo not given)
  -1, -19, 0, -3, -20, i, 2, 8, -0.7, 1
> O=C(CN1CCC(n2nnc3cc(C(F)(F)F)ccc32)CC1)Nc1ccc2c(c1)OCCO2
  3, 7, 5, -1, 6, i, 0, 1, -0.7, -1
> Cc1ncc(S(=O)(=O)c2ccccc2)c(-c2ccc(Cl)cc2Cl)n1
  -1, 6, 3, -4, 5, i, -3, -1, 1.0, 1
> COc1ccc(CNC(=S)Nc2cccc(C)c2C)cc1
  0, -1, 0, 1, 17, i, 4, -3, -1.9, -3
> O=C(Nc1ccc(Br)cc1)C1CC(O)CN1C(=O)OCc1ccccc1 (stereo not given)
  2, 12, -3, -1, -4, i, 0, -4, -0.5, -2
> CC(C)CCNC(=O)COC(=O)/C=C/c1ccc2ccccc2n1
  -21, -12, 4, 1, -5, i, -3, -2, -1.1, 1
> NC(=O)CN1C(=O)NC2(CCOc3ccccc32)C1=O (stereo not given)
  7, 8, -5, -6, 7, i, -4, -4, 0.1, 3
> N#Cc1sc(NCc2ccccc2)nc1Cl
  -2, 10, -3, -3, 2, i, 1, 0, 0.6, 0
> O=C(NC1CCCC1)C(c1ccncc1)N(C(=O)Cc1cccs1)c1cccc(F)c1 (stereo not given)
  6, 17, -8, 1, -5, i, 0, 0, -0.9, 1

More structures.
Under each structure: SUMO1 PPI mod, SKN-1 block, Scp1 inh, STEP inh, CendR NRP1 mod, Rpn11 inh, MT1-MMP act inh, NadD inh, LMPTP inh, DNMT1 inh
> CC(=O)/C(=N\Nc1ccc(Cl)cc1Cl)Sc1nnc(-c2ccccc2)n1-c1ccccc1
  0, -3, -5, 5, -1, i, -4, 13, 1.6, 24
> COc1ccccc1CN(C)C(=O)c1ccc(S(=O)(=O)Nc2c(C)n(C)n(-c3ccccc3)c2=O)cc1
  5, 14, -1, -1, -6, i, -1, 2, -0.6, 8
> COc1ccc(CNC(=S)Nc2ccccc2F)cc1
  0, 2, -18, 30, -13, i, 5, 3, 0.2, 0
> O/C=c1\ccc2cccc3nc(C(F)(F)F)nc1c23
  -13, 32, 12, 1, 120, i, -121, 33*, 33, 50*
> COc1ccc(NC(=O)c2ccc(CN3CCc4ccccc4C3)cc2)cc1OC
  -1, 3, -4, -1, 5, i, 2, -3, -0.3, -9
> Cc1cc(C)c(C(=O)CN2C(=O)C(=O)N(C3CCCC3)C2=O)cc1C
  1, 0, -14, -1, -4, i, -1, -5, 1.2, 1
> CCOC(=O)C1CCCN(C(=O)c2ccc3ncsc3c2)C1 (stereo not given)
  2, 8, 8, -3, 6, i, -4, 1, -1.2, 2
> COc1ccccc1C(=O)Nc1ccc(-c2nnn(CC(=O)NCc3ccco3)n2)cc1
  12, -2, -5, 1, -4, i, 5, 9, 0.9, 34
> COc1ccc(NC(=O)CN2C(=O)COc3ccc(S(=O)(=O)N4CCOCC4)cc32)cc1
  2, 0, 4, -1, 10, i, -2, 2, -0.5, 1
> Cc1cc(C2C(C#N)=C(N)OC3=C2C(=O)CC(C)(C)C3)c(C)s1 (stereo not given)
  1, 13, -9, -2, -8, i, 0, -5, 0.5, 1

Remaining list, next part:
Under each structure: SUMO1 PPI mod, SKN-1 block, Scp1 inh, STEP inh, CendR NRP1 mod, Rpn11 inh, MT1-MMP act inh, NadD inh, LMPTP inh, DNMT1 inh
> O=C(CSc1ccc(-c2ccc(-n3cccn3)cc2)nn1)Nc1ccccc1F
  4, 1, 1, 3, -13, i, 4, -1, -1.1, 8
> COC(=O)c1ccc(NS(=O)(=O)c2ccc3c(c2)oc(=O)n3C)cc1
  7, -16, -4, -2, -3, i, -2, -5, -0.7, 1
> Cc1cc(C)cc(NC(=O)CCNS(=O)(=O)c2ccc3c(c2)oc(=O)n3C)c1
  4, 2, 6, -2, -6, i, -1, -4, 0.8, 2
> O=C(COC(=O)c1cccc(S(=O)(=O)N2CCN(c3ccc(F)cc3)CC2)c1)NCC1CCCO1 (stereo not given)
  -2, 5, -6, 2, -4, i, 5, 3, 0.3, 2
> O=C(N/N=C/c1ccc(O)cc1O)c1ccc(NC(=O)C2CCCCC2)cc1
  4, -2, -8, 1, -3, i, 6, 12, 0.9, -3
> Nc1nonc1-n1nnc(C(=O)N/N=C/c2cccc(F)c2)c1-c1ccc2c(c1)OCO2
  2, -1, -5, -2, 4, i, -1, 10, 2.3, -2
> CCC1CCCCN1C(=O)CSc1nc2c(cnn2-c2ccc(C)cc2)c(=O)[nH]1 (stereo not given)
  19, -4, -8, 2, -16, i, -1, 7, -2.1, 3
> COc1ccc(CNC(=O)C(C#N)c2nc3ccccc3nc2N2CCCC2)cc1 (stereo not given)
  -2, -54, 4, -3, 130, i, -6, -4, -0.2, -7
> C1CNCCOCCNCCN1
  0, 13, -2, -1, 3, i, -3, 6, -10, 1
> O=C(CN1C(=O)NC2(CCCc3ccccc32)C1=O)Nc1cc(F)ccc1F (stereo not given)
  -4, 8, -4, -3, 8, i, 2, -5, -0.4, -6

Other structures
Under each structure: SUMO1 PPI mod, SKN-1 block, Scp1 inh, STEP inh, CendR NRP1 mod, Rpn11 inh, MT1-MMP act inh, NadD inh, LMPTP inh, DNMT1 inh
> COc1ccc(-c2nc(CSCC(=O)NCc3ccc4c(c3)OCO4)c(C)o2)cc1OC
  4, -11, -17, 1, -11, i, 11, -1, 0.2, 2
> COc1ccc(-n2nc(C(=O)NCC(=O)NCC3CCCO3)c3ccccc3c2=O)cc1 (stereo not given)
  -8, -3, -6, 2, 3, i, 5, -4, -1.0, 3
> O=C(COC(=O)c1cc(-c2cccs2)nn1-c1ccccc1)Nc1ccc(F)c([N+](=O)[O-])c1
  33, 8, -1, -2, 10, i, 2, 2, 2.0, -4
> Cc1noc(NC(=O)c2ccc(F)cc2)c1C#N
  1, -3, -12, -2, 4, i, 2, -4, -2.6, -3
> COc1ccc(C(=O)OCC(=O)NCCCc2ccccc2)cc1OC
  1, -6, -4, 0, -4, i, -2, -1, -0.8, 0
> O=C(Nc1ccc2c(c1)CCC2)Nc1ccc(F)cc1F
  2, -18, 1, 4, -6, i, -2, -5, -1.6, 1
> CCOc1ccccc1NC(=O)C1CCC(CNc2c(N3CCOCC3)c(=O)c2=O)CC1 (stereo not given)
  4, 13, -9, 2, 11, i, -1, 0, -1.2, -1

Among those listed so far, these contain an aryl thioether with sulfur outside any ring.
Under each structure: SUMO1 PPI mod, SKN-1 block, Scp1 inh, STEP inh, CendR NRP1 mod, Rpn11 inh, MT1-MMP act inh, NadD inh, LMPTP inh, DNMT1 inh
> COc1ccc(NC(=O)CSc2ncccc2C(=O)OC(C)C)cc1OC
  -3, -13, 2, 0, -12, i, 14, 0, 0.2, -1
> O=C(CSc1ncnc2sccc12)N1CCCCC1
  5, -5, -3, -3, -7, i, 2, 0, -0.1, -1
> CN(C)CCNC(=O)c1ccc(Sc2ccc(Br)cc2)c([N+](=O)[O-])c1
  -58, 3, -7, 5, -3, i, 4, -11, -4.8, -1
> Cn1c(SCC(=O)Nc2ccc(Cl)cn2)nnc1C1CC1
  3, -5, -10, 2, 6, i, 1, 0, -0.5, 1
> Cc1csc(NC(=O)CSc2nc(=O)[nH]c3c2CCCC3)n1
  2, 2, -3, 4, 10, i, -1, -6, 0.5, -1
> O=C(CSc1ccc(-c2ccc(-n3cccn3)cc2)nn1)Nc1ccccc1F
  4, 1, 1, 3, -13, i, 4, -1, -1.1, 8
> CCC1CCCCN1C(=O)CSc1nc2c(cnn2-c2ccc(C)cc2)c(=O)[nH]1 (stereo not given)
  19, -4, -8, 2, -16, i, -1, 7, -2.1, 3
